# PABP1 MLLE inh – blocks PAM2 peptide binding to the PABP1 MLLE domain | inhibition, % at 20 µM | GST-MLLE / FITC-PAM2 fluorescence polarization | 360,000 compounds, 0.36% hits | P11940; in the data active = inhibition above about 35%, passing the limit was not always enough;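 also: plate controls were DMSO wells with GST-MLLE for no effect and wells lacking GST-MLLE protein for full effect; some results filed as inactive read as strong as hits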
# FAS-TE inh – blocks the thioesterase domain of human fatty acid synthase | P49327 | recombinant FAS-TE, OMFH fluorogenic substrate, fluorescence endpoint | inhibition, % at 15 µM | 360,000 compounds, 0.67% hits | AID 602261;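 active = compounds whose normalised, plate-corrected inhibition of enzyme fluorescence in the single-dose primary screen is 50% or more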;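 also: 0% = DMSO with enzyme and 100% = substrate without enzyme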
# CendR NRP1 mod – alters CendR peptide binding to human NRP-1; O14786; FAM-RPARPAR peptide binding to NRP-1, fluorescence polarization; inhibition, % at 25 µM; 360,000 compounds, 0.85% hits; AID 602438;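 active = inhibition or corrected inhibition above about 18%, plus a signal ratio from 0.5 to 1.5, limit read from the data, passing the limit was not always enough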; also: strong numbers were not always called active
# SKN-1 inh – blocks SKN-1 activity in C. elegans; inhibition, % at 21.8 µM; 360,000 compounds, 0.49% hits; C. elegans VP596 Pgst-4::GFP/RFP ratio, acrylamide-induced, 24 h;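 active = interference check ratio from 0.5 to 1.5 plus GFP to RFP signal ratio inhibition reaching or exceeding a fixed threshold, cut at about 30% in these data, passing the limit was not always enough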; also: some compounds called inactive have numbers as strong as hits
# Tb MetRS inh – Trypanosoma brucei MetRS inhibition; 360,000 compounds, 0.4% hits; AID 624268; purified T. brucei MetRS, ATP depletion, Kinase-Glo luminescence; inhibition, % at 11.9 µM;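 active = inhibition above a per-plate cutoff of the control wells' mean inhibition plus 3 SD, cut at about 5.5% in these data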;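 also: 0% = DMSO wells median and 100% = median of wells with control inhibitor compound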
#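 Assay system: T. brucei methionyl-tRNA synthetase, purified | Medium: HEPES buffer with MgCl2, KCl, DTT, spermine, BSA, pyrophosphatase | Compound: 11.9 µM single point | Incubation: 15 min enzyme-compound preincubation, 2 h reaction, 10 min detection, 25 °C | Measured by: Kinase-Glo luciferase luminescence reporting remaining unconsumed ATP | Measure: % inhibition normalized to control-well medians | Replication: Singlicate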
# MsrA inhibitor – inhibits bovine methionine sulfoxide reductase A | purified bovine MsrA, absorbance read-out | inhibition, % at 15.5 µM | 360,000 compounds, 0.75% hits; in the data active = inhibition above about 4.5%;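 also: 0% = vehicle wells with enzyme and 100% = reference inhibitor wells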
# MT1-MMP act inh – MT1-MMP (human) activation inhibition; 360,000 compounds, 0.061% hits; P50281; AID 651647; GFP/RFP ratio change, % at 20 µM; HT1080 RFP-PRO-GFP cells, GFP/RFP ratio fluorescence, overnight; percent of plate control window, DMSO zero;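 active = GFP/RFP ratio change of at least 30% with cell ATP level not reduced by more than half and red fluorescence within 50% of control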; also: strong numbers were not always called active
#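 Material – HT1080 RFP-PRO-GFP cells · Control set – DMSO wells and RFP-L50D-GFP cells · Incubation – overnight cell settling, then overnight compound exposure, 37 °C, 5% CO2 · Compound dosing – single-point 20 µM compound, 1% DMSO · Read-out – GFP/RFP fluorescence ratio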
# MsrA act – activators of bovine methionine sulfoxide reductase A; activation, % at 10.6 µM; purified bovine MsrA, absorbance read-out; 360,000 compounds, 0.3% hits; in the data active = activation above about 7.5%;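 also: 0% = vehicle and 100% = reference activator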
# eLon inh – inhibits E. coli Lon protease | P0A9M0 | purified E. coli Lon protease, fluorescence polarization | inhibition, % at 7.94 µM | 360,000 compounds, 0.42% hits | AID 602123; in the data active = inhibition above about 13%, passing the limit was not always enough;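 also: 0% = enzyme with probe and DMSO and 100% = no enzyme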
# Target sequence (P0A9M0 whole entry, looked up): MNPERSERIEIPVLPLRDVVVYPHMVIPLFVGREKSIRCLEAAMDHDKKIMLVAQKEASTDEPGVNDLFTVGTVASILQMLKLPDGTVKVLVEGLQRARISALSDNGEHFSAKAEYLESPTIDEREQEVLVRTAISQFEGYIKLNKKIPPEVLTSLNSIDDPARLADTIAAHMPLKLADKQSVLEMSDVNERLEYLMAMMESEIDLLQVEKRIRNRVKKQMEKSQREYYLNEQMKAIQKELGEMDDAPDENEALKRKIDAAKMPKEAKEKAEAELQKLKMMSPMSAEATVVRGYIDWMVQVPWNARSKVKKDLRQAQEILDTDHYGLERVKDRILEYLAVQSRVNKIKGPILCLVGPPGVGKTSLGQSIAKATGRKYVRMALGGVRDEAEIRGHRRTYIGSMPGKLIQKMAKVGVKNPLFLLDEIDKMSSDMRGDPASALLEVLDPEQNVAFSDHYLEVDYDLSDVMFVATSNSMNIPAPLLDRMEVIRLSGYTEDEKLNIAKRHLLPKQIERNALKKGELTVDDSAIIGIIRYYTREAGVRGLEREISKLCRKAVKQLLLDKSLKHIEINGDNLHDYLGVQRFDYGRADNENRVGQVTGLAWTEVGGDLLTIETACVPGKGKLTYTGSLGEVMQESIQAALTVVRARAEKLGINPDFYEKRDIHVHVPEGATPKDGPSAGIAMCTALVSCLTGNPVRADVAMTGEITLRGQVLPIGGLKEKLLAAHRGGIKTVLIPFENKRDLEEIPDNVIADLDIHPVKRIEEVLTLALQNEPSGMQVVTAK
# The depositor's hits bear a star; nt = not tested or not shown.
smiles | PABP1 MLLE inh | FAS-TE inh | CendR NRP1 mod | SKN-1 inh | Tb MetRS inh | MsrA inhibitor | MT1-MMP act inh | MsrA act | eLon inh
CCN1CCN(S(=O)(=O)c2ccc(Cl)c(C(=O)N(C)Cc3ccc(F)cc3)c2)CC1 | 12 | -4 | 2 | 8 | -0.1 | -0.1 | 3 | -3 | -4
Cc1ccc2cccc(OCC(=O)N3CCc4ccccc43)c2n1 | -4 | 0 | 1 | -7 | -0.6 | 0.1 | 0 | -5 | 4
COc1ccc(S(=O)(=O)N2CCN(Cc3cccc(OC)c3)CC2)cc1 | -4 | 18 | 5 | -14 | -0.9 | 0.4 | 3 | -7 | 7
Cc1ccc(NC(=O)c2cnn(-c3ccccc3)c2C)c(C)c1 | -11 | -1 | 3 | 25 | -0.4 | -0.9 | 0 | -2 | -3
CSCc1ccc(C(=O)NC(C)c2cnn(-c3ccccn3)c2C)o1 (centres undefined) | -4 | -5 | 5 | 10 | -0.3 | -0.4 | -1 | 0 | 1
CN(C(=O)COC(=O)c1cccc(Cl)c1)C1CCS(=O)(=O)C1 (centres undefined) | 16 | -8 | 6 | -2 | -0.5 | -0.6 | 5 | -2 | 4
COc1ccc(NC(=S)NCCc2ccc(F)cc2)c(OC)c1 | -53 | -6 | 4 | -6 | -0.3 | 1.1 | -1 | -3 | -1
CN1CCN(c2ccccc2/C=N/NC(=O)c2cccnc2)CC1 | 2 | -3 | 2 | 5 | 0.0 | 1.1 | 2 | -5 | 0
N#Cc1ccc(Cn2c(=O)oc3ccccc32)cc1 | -6 | 0 | -10 | -7 | 0.0 | 0.2 | -1 | -1 | 7
CCOc1ccc(NC(=O)CCn2ccnc2)cc1 | -7 | -6 | 3 | -1 | -0.7 | 0.8 | 1 | -2 | 6
COc1c(F)c(F)c(C(=O)O)c(Nc2ccc(C)cc2C)c1F | -11 | 0 | 11 | -9 | 0.5 | 1.9 | 1 | 0 | -1
Cc1cc(NC(=O)CSc2nnc3ccc(-c4ccc(F)cc4)nn23)no1 | -52 | -2 | -7 | -4 | -0.4 | -0.6 | -1 | -4 | -4
CCCCn1c(=O)n(CC(=O)NCc2ccc(C)cc2)c(=O)c2c1nc(CO)n2CCC | 2 | -3 | -4 | -14 | 0.0 | 0.8 | 3 | -2 | 5
CCOC1=C2[C@H](c3ccc(C)cc3)N(S(=O)(=O)c3ccc(C)cc3)C[C@H]2n2c(=O)n(-c3ccccc3)c(=O)n2C1 | 9 | 26 | 12 | -3 | 0.3 | 0.6 | 1 | -4 | -4
CC(=O)c1ccc(NC(=O)C(C)N(C)CC(=O)Nc2ccc(Cl)cc2)cc1 (centres undefined) | -23 | 10 | 1 | -4 | 2.3 | 0.1 | 2 | -3 | 9
CCC(C)c1c(O)nc(SCC(=O)Nc2ccccc2)[nH]c1=O (centres undefined) | 29 | -4 | 5 | 16 | 0.3 | 0.6 | -4 | 1 | 3
COc1ccccc1NC(=O)CSc1ccc2nnc(-c3cccnc3)n2n1 | -8 | -1 | 8 | 17 | -0.5 | -0.6 | 1 | -1 | 0
COc1ccc(-c2nnc(SCc3cccnc3)o2)cc1 | -4 | -10 | 2 | 3 | -0.3 | 0.2 | 7 | -9 | -4
O=S(=O)(c1cccs1)N1CCN(CC(O)COc2cccc(Br)c2)CC1 (centres undefined) | 10 | 11 | 5 | -4 | -0.2 | -0.4 | 1 | -6 | -11
CCCCc1cc(=O)oc2cc(OCC(=O)N3CCC(C(=O)O)(c4ccccc4)CC3)ccc12 | -9 | -5 | 8 | 19 | -0.6 | 1.3 | 6 | -2 | -6
CC1CCC(C(C)C)C(OC(=O)CSc2n[nH]c(=O)[nH]c2=O)C1 (centres undefined) | 0 | -2 | 10 | -17 | -0.9 | 1.1 | -1 | -10 | 6
Cc1cccc(-c2c3c(=O)n(C)c(=O)n(C)c3c3cccnn23)c1 | 1 | 1 | -23 | 3 | -0.8 | 1.2 | -19 | -1 | -5
Cc1ccc(S(=O)(=O)NCC(=O)OCC(=O)c2ccc(Cl)s2)cc1 | -6 | 1 | -9 | -10 | -0.8 | 0.2 | -1 | -8 | -6
CCOC(=O)C1=CN(c2cccc(F)c2)C=C(C(=O)OCC)C1c1cc(OC)c(O)c([N+](=O)[O-])c1 | -4 | 16 | 9 | 2 | -0.9 | -0.1 | 17 | -2 | 1
CCCCCCCOc1ccc(C2CC(=O)N(C)C2=O)cc1 (centres undefined) | 2 | 39 | 7 | 5 | -0.2 | 0.1 | 3 | -8 | -4
Cc1ccc(CN2CC(C(=O)Nc3cccc(C)n3)CC2=O)cc1 (centres undefined) | 17 | -9 | -5 | 13 | -0.4 | 0.4 | 3 | -4 | 7
COc1ccc(C(C)=O)c(Oc2nc(CN3CCOCC3)nc3scc(-c4cccs4)c23)c1 | -11 | 9 | -35 | 4 | 0.2 | 0.0 | -3 | 3 | -5
COc1ccc(C(=O)CNC2=NCCC2)cc1 | 2 | -5 | 12 | 1 | -0.7 | 0.1 | -4 | -3 | 8
CCOC(=O)c1cc(-c2sc(NC(=O)c3ccccc3)nc2C)n(CCO)n1 | -5 | -7 | -23 | 11 | -1.2 | 0.2 | 5 | -3 | 0
NNC(=O)COc1ccccc1F | 8 | -6 | -10 | -5 | -0.2 | -1.0 | 4 | 0 | -3

# A second format for part of the listing above:
# Values run as follows: PABP1 MLLE inh	FAS-TE inh	CendR NRP1 mod	SKN-1 inh	Tb MetRS inh	MsrA inhibitor	MT1-MMP act inh	MsrA act	eLon inh
CC(=O)c1ccc(NC(=O)C(C)N(C)CC(=O)Nc2ccc(Cl)cc2)cc1 (centres undefined)
  -23	10	1	-4	2.3	0.1	2	-3	9
CCC(C)c1c(O)nc(SCC(=O)Nc2ccccc2)[nH]c1=O (centres undefined)
  29	-4	5	16	0.3	0.6	-4	1	3
COc1ccccc1NC(=O)CSc1ccc2nnc(-c3cccnc3)n2n1
  -8	-1	8	17	-0.5	-0.6	1	-1	0
COc1ccc(-c2nnc(SCc3cccnc3)o2)cc1
  -4	-10	2	3	-0.3	0.2	7	-9	-4
O=S(=O)(c1cccs1)N1CCN(CC(O)COc2cccc(Br)c2)CC1 (centres undefined)
  10	11	5	-4	-0.2	-0.4	1	-6	-11
CCCCc1cc(=O)oc2cc(OCC(=O)N3CCC(C(=O)O)(c4ccccc4)CC3)ccc12
  -9	-5	8	19	-0.6	1.3	6	-2	-6
CC1CCC(C(C)C)C(OC(=O)CSc2n[nH]c(=O)[nH]c2=O)C1 (centres undefined)
  0	-2	10	-17	-0.9	1.1	-1	-10	6

# New compounds follow
smiles | PABP1 MLLE inh | FAS-TE inh | CendR NRP1 mod | SKN-1 inh | Tb MetRS inh | MsrA inhibitor | MT1-MMP act inh | MsrA act | eLon inh
COc1ccc2cc(CCNC(=O)C(C)(C)C)c(=O)[nH]c2c1 | 3 | -5 | 16 | 5 | -0.4 | 2.1 | 7 | 1 | -1
CC(C)c1nnc(NC(=O)CSc2ncn[nH]2)s1 | 23 | -9 | 14 | -8 | -0.5 | -0.4 | -8 | 0 | -4
O=c1c2ccccc2nc(/C=C/c2c[nH]c3ccccc23)n1CCO | 7 | 6 | -16 | -5 | 0.5 | 5.0* | -2 | -1 | -6
O=C(Nc1ccc(C(=O)N2CCCC2)cc1)c1ccccc1F | 1 | -6 | 0 | -6 | -1.9 | nt | -2 | -9 | 1
COc1ccccc1NC(=O)c1c(NC(=O)CCC(=O)O)sc2c1CCCCC2 | -52 | -6 | -16 | -10 | -1.4 | 1.6 | -13 | -7 | 5
Cc1ccccc1NC(=O)CSc1nnc(C)c(=O)[nH]1 | 43* | -11 | 5 | -4 | -0.9 | -0.7 | -2 | -3 | -1
c1cc2c(cc1NC1CCCCCC1)OCO2 | 33 | 0 | -10 | 2 | -0.6 | -0.1 | -15 | -3 | 4
Cc1ccc(C(=O)N/C(=C\c2cccc([N+](=O)[O-])c2)C(=O)Nc2cccc(C(=O)O)c2)cc1 | 4 | 55* | -3 | 3 | 0.8 | -0.7 | 3 | -2 | 4
COc1ccc(OC)c(S(=O)(=O)N2CCC(C(=O)NCCC3=CCCCC3)CC2)c1 | 0 | -2 | -7 | -9 | -1.7 | -0.2 | 6 | -6 | -6
Cc1ccccc1N=Nc1c(O)[nH]c2ccccc12 | 4 | -15 | -2 | 19 | 0.5 | -0.2 | -9 | -1 | -2
CC1=C(C(=O)N(C)C)CC(CC(=O)NC2CCCCC2)C(=O)N1Cc1ccc(C(C)(C)C)cc1 (centres undefined) | 12 | 7 | 5 | -12 | 0.7 | 0.4 | -3 | 1 | -6
O=C1c2ccccc2NC(c2ccc([N+](=O)[O-])cc2)N1O (centres undefined) | -15 | 5 | 3 | 7 | 0.7 | 0.8 | 1 | -2 | 0
COc1ncnc2sc3c(c12)CCCC3 | 9 | -2 | 5 | 9 | 0.2 | -0.6 | -6 | 0 | -5
CCOC(CNc1c([N+](=O)[O-])c(=O)n(C)c(=O)n1C)OCC | 5 | -10 | -3 | 7 | -0.4 | 1.5 | -2 | -1 | -16
Cc1cc2ncn(C(=O)N3CCOCC3)c2cc1C | -6 | -1 | -2 | -1 | 0.1 | -0.4 | 2 | 2 | -9
COC(=O)C(C)N(C(=O)c1cccc2ccccc12)c1c(C)cccc1C (centres undefined) | -3 | 28 | -5 | 1 | -0.6 | 0.2 | -8 | 1 | -1
COC(=O)C(O)(CC(=O)Nc1ccc(C)c(F)c1)C(F)(F)F (centres undefined) | -1 | -7 | -11 | 1 | 0.1 | 0.3 | -1 | -2 | 0
CCO/C(C)=C1/SC(=S)NC1=O | -32 | -5 | -164 | 4 | -0.6 | 0.3 | -3 | -1 | -44
COC(=O)[C@@]1(Cc2ccc(OC)cc2)[C@@H]2[C@@H](CC(=O)[C@H]2CC(=O)C(=O)N(C)C)CN1C(=O)c1ccccc1 | -2 | -9 | 5 | 9 | 0.0 | -1.1 | 0 | -2 | -4
CCOc1ccc(NC(=O)CSc2nc3c([nH]c4ccccc43)c(=O)n2C)cc1 | 7 | -7 | 6 | 2 | 0.4 | -0.3 | 4 | -2 | 0
CCC(C)[C@H](NC(=O)[C@H](Cc1ccccc1)n1c(=O)[nH]c2ccccc2c1=O)C(=O)N1CCC(C(=O)O)CC1 (some centres undefined) | 3 | -4 | 0 | 10 | -0.1 | -0.1 | 1 | -3 | -16
Cc1ccc(-c2ccc(C(=O)Nc3ccccc3)o2)c2ccccc12 | 12 | 24 | -6 | 18 | 0.4 | 2.4 | 0 | -2 | -14
O=C(NCc1ccc2c(c1)OCO2)Nc1cccc2ccccc12 | -7 | -6 | -1 | 6 | 0.8 | -0.5 | 2 | -3 | -3
Cc1c(NC(=O)CC2CC(C)OC2=O)c(=O)n(-c2ccccc2)n1C (centres undefined) | -2 | -5 | 0 | -1 | -0.1 | -2.6 | 4 | 0 | -7
CCOc1cc(C(=O)Nc2ccc(S(=O)(=O)Nc3cnc4ccccc4n3)cc2)cc(OCC)c1OCC | -4 | -2 | 12 | 2 | -0.3 | 1.6 | 10 | -2 | -4
CC(=O)Nc1cccc(NC(=O)c2ccc([N+](=O)[O-])cc2Cl)c1 | -1 | -3 | 0 | 9 | 0.5 | -0.6 | nt | -3 | 0
COC(=O)C(CCSC)NC(=O)C(NC(=O)C1CCC(C)CC1)C(C)C (centres undefined) | 10 | -2 | -4 | 22 | -0.9 | -0.1 | -4 | -2 | -13
CC1(C)OC(C)(C)/C(=C\c2ccccc2[N+](=O)[O-])C1=O | 1 | -1 | -2 | 8 | -1.2 | -1.1 | -6 | -2 | 2

# High-throughput results as filed in PubChem BioAssay.
